PfG6PD inh = PfG6PD enzyme inhibitors, primary screen, biochemical, fluorescence intensity, uHTS. PfGluPho enzyme, NADPH resazurin-diaphorase fluorescence. inhibition, % at 20 µM. 350,000 compounds, 0.78% hits. glucose-6-phosphate dehydrogenase-6-phosphogluconolactonase (Plasmodium falciparum 3D7);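 active means inhibition reaching at least a set limit at 20 µM in the primary screen, cut at about 59% in these data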;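 further: 0% = DMSO wells with substrate and 100% = DMSO wells lacking glucose-6-phosphate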
NR3A LBD binder = binders of NR3A ligand-binding domain, primary screen, biophysical, differential scanning fluorimetry, uHTS; Glutamate receptor ionotropic, NMDA 3A (GRIN3A) ligand-binding domain; NR3A LBD differential scanning fluorimetry, Tm shift; 0% = protein alone, 100% = glycine-bound protein; Tm shift relative to glycine control, % at 25 µM; 340,000 compounds, 2.5% hits; AID 1259313, 2017;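 active means melting temperature shift of at least 10% of the positive control shift, at one fixed dose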
HKDC1 inhibitor = HKDC1 hexokinase inhibitors, primary screen, biochemical, fluorescence, uHTS; Q2TB90; recombinant HKDC1, G6PDH/diaphorase resazurin coupled fluorescence; inhibition, % at 20 µM; 340,000 compounds, 0.16% hits; AID 493160, 2011;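 active means inhibition above about 35% when tested at 20 µM, limit read from the data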;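 further: plate controls were DMSO wells with enzyme for no effect and DMSO wells lacking enzyme for full effect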
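Test system: recombinant HKDC1 (HK5) hexokinase enzyme, produced in-house; Amount: enzyme 5 µg/mL final; Buffer or medium: Tris pH 8.0 buffer with MgCl2, Tween-20, BSA, BME; Reagent: glucose and ATP substrates; Doses: 20 µM test compound, 1% DMSO; Incubation: 90 min reaction incubation at room temperature, dark; Detection: resorufin fluorescence at 613 nm.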
SENP6 inh = SENP6 protease inhibitors, primary screen, biochemical, luminescence, uHTS. Sentrin-specific protease 6 (Homo sapiens), Q9GZR1. Recombinant SENP6 catalytic domain, aminoluciferin luminescence. inhibition, % at 10 µM. 330,000 compounds, 1.8% hits;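 active means inhibition above about 50% at the single tested dose, limit read from the data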;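 further: plate controls were DMSO wells with enzyme for no effect and DMSO wells lacking enzyme for full effect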
SENP8 block = human SENP8 protease inhibitors, primary screen, biochemical, fluorescence, Nedd8 protein substrate, uHTS; Sentrin-specific protease 8 (Homo sapiens), Q96LD8; recombinant SENP8; inhibition, % at 20 µM; 360,000 compounds, 0.64% hits; AID 602440, 2012; in the data active means inhibition mostly above about 40%, no sharp cut-off; inactive means mostly below about 27%
Target sequence (Q96LD8 whole entry, looked up): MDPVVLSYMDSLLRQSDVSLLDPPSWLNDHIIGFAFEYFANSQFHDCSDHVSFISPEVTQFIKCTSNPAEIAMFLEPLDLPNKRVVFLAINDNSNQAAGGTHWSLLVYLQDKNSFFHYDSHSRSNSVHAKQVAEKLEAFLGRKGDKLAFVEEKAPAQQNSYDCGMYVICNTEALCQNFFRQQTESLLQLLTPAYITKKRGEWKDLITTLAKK
MPTP inh = mitochondrial permeability transition pore inhibitors, primary screen, biochemical, isolated mouse mitochondria, absorbance; Ca2+ swelling absorbance, 30 min; inhibition, % at 10 µM; 360,000 compounds, 1.4% hits; AID 602449, 2012;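 active means inhibition of 50% or more, scaled per plate between neutral and stimulator controls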;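 further: 0% = DMSO wells given calcium and 100% = 1 mM EGTA wells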
ATG4B inh = ATG4B protease inhibitors, primary screen, biochemical, fluorescence, uHTS; ATG4B cleavage of LC3-PLA2, NBD-HPC fluorescence, 1 h; inhibition, % at 8.33 µM; 340,000 compounds, 0.51% hits; in the data active means inhibition above about 40%
Target sequence (Q9Y4P1 whole entry, looked up): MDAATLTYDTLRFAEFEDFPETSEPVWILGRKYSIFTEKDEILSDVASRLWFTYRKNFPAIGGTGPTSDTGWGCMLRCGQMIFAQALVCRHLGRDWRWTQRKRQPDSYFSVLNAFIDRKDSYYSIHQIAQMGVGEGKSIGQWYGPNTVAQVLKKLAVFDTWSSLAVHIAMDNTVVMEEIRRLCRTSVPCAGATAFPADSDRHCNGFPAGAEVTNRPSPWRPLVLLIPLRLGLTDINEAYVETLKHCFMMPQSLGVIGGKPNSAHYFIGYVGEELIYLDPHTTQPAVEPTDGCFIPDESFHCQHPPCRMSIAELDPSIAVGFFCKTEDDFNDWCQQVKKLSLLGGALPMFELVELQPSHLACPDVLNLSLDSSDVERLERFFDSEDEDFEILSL
SENP7 inh = SENP7 protease inhibitors, primary screen, biochemical, luminescence, uHTS; Sentrin-specific protease 7 (Homo sapiens), Q9BQF6; recombinant SENP7, Z-RLRGG-aminoluciferin luminescence, 40 min; inhibition, % at 5 µM; 330,000 compounds, 1.5% hits;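 active means inhibition above about 50% at the single test dose, limit read from the data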;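 further: plate controls were DMSO with enzyme for no effect and no enzyme buffer wells for full effect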
Target sequence (Q9BQF6 706-1050 limits assumed): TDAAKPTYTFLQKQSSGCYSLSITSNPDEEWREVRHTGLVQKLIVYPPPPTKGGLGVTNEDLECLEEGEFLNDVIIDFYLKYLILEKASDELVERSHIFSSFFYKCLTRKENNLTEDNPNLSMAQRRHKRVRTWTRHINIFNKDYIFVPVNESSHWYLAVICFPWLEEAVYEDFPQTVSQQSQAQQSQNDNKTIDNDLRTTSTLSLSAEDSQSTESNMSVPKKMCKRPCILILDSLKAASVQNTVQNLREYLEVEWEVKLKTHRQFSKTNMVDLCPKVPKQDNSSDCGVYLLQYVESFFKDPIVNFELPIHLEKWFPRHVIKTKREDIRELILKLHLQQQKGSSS
An asterisk follows results filed as active; nt = no result given.

SMILES	PfG6PD inh	NR3A LBD binder	HKDC1 inhibitor	SENP6 inh	SENP8 block	MPTP inh	ATG4B inh	SENP7 inh
CC(=O)c1cccc(NC(=O)c2cc(-c3ccco3)on2)c1	25	-3	-2	-3	3	-1.3	-8	-1
COc1ccccc1/C=N/NC(=O)c1ccccc1NS(=O)(=O)c1ccc(C)cc1	-10	0	-3	-3	-381	8.2	-22	-2
O=C(CN(Cc1ccccc1)C(=O)c1cc2c(s1)CCC2)NCc1cccs1	-5	1	7	-13	13	-0.5	-4	-10
C=CCN(CC=C)C(=O)c1ccc(OC2CCN(S(=O)(=O)N(C)C)CC2)cc1	7	0	-6	-26	-1	3.5	1	-6
Cc1ccc(-n2c(SCC(=O)N(C)C3CCS(=O)(=O)C3)nc3ccccc3c2=O)cc1 (configuration not stated)	14	-2	-8	4	1	-0.3	2	1
C[C@@H]1CN([C@H](C)CO)C(=O)c2cc(NC(=O)Nc3ccc(F)cc3)ccc2O[C@H]1CN(C)C(=O)Nc1ccc(C(F)(F)F)cc1	22	9	-1	-11	9	2.1	-8	-5
O=C(O)CC1S/C(=N/N=C/c2ccc([N+](=O)[O-])cc2)N(c2ccc(O)cc2)C1=O (configuration not stated)	-12	0	-1	8	11	-0.3	-3	0
COc1ccc(NC(=O)COC(=O)c2ccc3c(c2)OCO3)c(OC)c1	-5	0	5	7	-1	0.5	1	3
COc1cc(OC)c(C=CC(=O)c2ccccc2O)c(OC)c1	7	-4	5	nt	42*	0.3	-8	nt
O=C(NC(=S)NNC(=O)c1ccccc1O)c1cccs1	-47	-4	-38	7	16	-2.0	-8	9
COc1ccc(NC(=O)N2CCOCC2)cc1OC	12	-2	6	-17	24	1.6	0	-5
Oc1ccccc1/C=N/Nc1ccccc1	3	13*	15	33	0	32	3	-5
NC1=NN(c2cccc(C(=O)O)c2)C(=O)C1	17	0	-8	4	23	0.8	11	5
Cc1cccc(NC(=O)c2ccccc2OCC(=O)N2CCOCC2)c1C	9	-13	-12	9	10	0.6	-8	-1
COc1cc(/C=C2/N=C(C3CCCCC3)OC2=O)cc(OC)c1OC	-4	0	-2	-16	2	-0.5	1	9
CC1CCN(C(=O)COC(=O)c2ccc3c(c2)OCO3)CC1	0	0	2	-36	10	-1.8	-8	-10
COc1ccccc1C(=O)NCC(=O)OCC(=O)Nc1cccc(S(=O)(=O)N2CCCCCC2)c1	0	-12	-8	-10	-2	-1.6	-18	5
Cc1ccc(C(=O)NCC(=O)OCC(=O)NCCc2ccccc2)s1	-7	0	-4	4	0	0.6	-7	-4
Cc1ccccc1OCCn1cnc2cc([N+](=O)[O-])ccc2c1=O	-2	-2	5	-1	-67	-2.5	-11	11
Cc1cccc(NC(=O)c2ccc(S(=O)(=O)N3CCCC3)cc2)c1C	-3	-3	5	-24	15	-0.9	-19	-9
Cc1ccc(Nc2nc3ccc(Cl)cc3n3cnnc23)cc1F	-4	-3	2	-12	-135	1.2	3	-10
CCO[C@@H]1OC(C(=O)N2CCN(C)CC2)=C[C@H](c2coc3ccccc3c2=O)[C@H]1CCCO	2	-3	-9	-3	9	-1.4	-6	7
COc1ccc2c(C)c(C(=O)N3CC[C@@H](N4CCC(O)CC4)[C@H](O)C3)oc2c1	6	2	-5	-8	0	-3.0	7	2
CC1(C)C(N(O)C(=O)Nc2ccc(Cl)cc2)N(c2ccc(Cl)cc2)C(=O)N1CC(=O)NN (configuration not stated)	-1	-3	-8	-5	15	1.0	-10	6
N#Cc1ccc(Oc2ccc(C#N)c(C#N)c2)cc1C#N	-3	-2	-1	nt	8	-0.9	0	nt
COc1ccc(C2c3[nH]c4ccccc4c3C[C@H]3C(=O)N(CCCO)CC(=O)N23)cc1OC (some centres not stated)	-11	-3	1	4	4	-0.1	-2	-5
COc1ccc(CC(=O)Nc2cccc(-c3ccc4nnc(C)n4n3)c2)cc1	13	-1	-4	-24	-28	1.0	13	-1
CC(C)(C)NC(=O)CSc1nc2ccccc2c(=O)[nH]1	-17	0	22	-35	22	-0.5	6	-3
NC(=O)c1ccccc1NC(=O)CC12CC3CC(CC(Br)(C3)C1)C2	-4	-1	-4	-13	-41	-2.2	3	-6
COc1ccc(NC(=S)N2CCN(C(c3ccccc3)c3ccccc3)CC2)cc1OC	1	-4	6	-2	11	-0.9	3	7

Overlap with the part before: 4 compounds; new compounds follow.
SMILES	PfG6PD inh	NR3A LBD binder	HKDC1 inhibitor	SENP6 inh	SENP8 block	MPTP inh	ATG4B inh	SENP7 inh
COc1ccc(CC(=O)Nc2cccc(-c3ccc4nnc(C)n4n3)c2)cc1	13	-1	-4	-24	-28	1.0	13	-1
CC(C)(C)NC(=O)CSc1nc2ccccc2c(=O)[nH]1	-17	0	22	-35	22	-0.5	6	-3
NC(=O)c1ccccc1NC(=O)CC12CC3CC(CC(Br)(C3)C1)C2	-4	-1	-4	-13	-41	-2.2	3	-6
COc1ccc(NC(=S)N2CCN(C(c3ccccc3)c3ccccc3)CC2)cc1OC	1	-4	6	-2	11	-0.9	3	7
Cc1cc(SCC2=NNC(=O)C2)c(Cl)cc1Cl	-16	-2	-3	3	13	3.4	5	-14
CC(C)(C)C(=O)C(Cc1ccccc1Cl)n1cncn1 (configuration not stated)	9	2	-4	-9	7	0.3	-8	-1
C=CCNC(=O)NC(=O)COC(=O)C(C)Oc1ccc(Cl)cc1Cl (configuration not stated)	20	-1	-13	-2	-2	-0.4	-11	7
O=C(Cn1cncn1)N/N=C/c1ccccc1O	-23	-1	-18	-1	-209	1.2	-6	7
C=C[C@@H]1c2ccccc2N(S(=O)(=O)c2ccc(C)cc2)[C@H](c2ccc(OC(C)=O)cc2)C1(C#N)C#N	14	-3	4	3	-2	1.1	-3	4
CCCN(Cc1cc2ccc(C)cc2[nH]c1=O)C(=O)c1ccccn1	96*	1	1	-1	-41	0.2	-5	3
CC(C)CNC(=S)N1CCN(C)CC1	-1	0	-5	-2	12	1.0	4	7
O=C1C=CC(=O)c2c(O)c(CO)c(CO)c(O)c21	33	-3	49*	nt	-12	6.6	32	nt
CC(OC(=O)c1cc(Cl)ccc1[N+](=O)[O-])C(=O)NC(C)c1ccc(F)cc1 (configuration not stated)	0	-2	-10	-13	2	-0.1	2	-9
Cn1c(CNC(=O)c2ccco2)nnc1SCC(=O)Nc1ccc(Cl)cc1	0	-3	2	-11	4	-2.2	-6	-5
O=C(CN1C(=O)c2ccccc2S1(=O)=O)NCc1ccc(F)cc1	-5	0	-6	6	3	-2.0	-2	16
COc1ccccc1/C=C(/CC(=O)NCc1ccc2c(c1)OCO2)c1nc2ccccc2s1	-9	-1	-5	-4	-84	2.0	-4	9
O=C(COc1ccccc1)NCC(=O)N/N=C/c1cc(Br)ccc1OCc1ccccc1	81*	1	-1	-16	9	3.1	22	-6
O=C(NCc1ccco1)c1ccc(Cn2c(=O)c3ccccc3n(Cc3cccc(F)c3)c2=O)cc1	4	1	-2	-13	7	4.5	-14	-12
C#CCOCCOCCOCCNc1nc(N2CCN(C(=O)[C@H](CCCN=C(N)N)n3cc(C(N)[C@@H](C)CC)nn3)CC2)nc(N2CCN(C(=O)[C@H](CCC(=O)O)n3cc([C@@H](N)CO)nn3)CC2)n1 (some centres not stated)	-13	1	0	-21	-2	-0.4	1	-12
O=C(/C=C/c1cccc([N+](=O)[O-])c1)NCCSCc1ccc(Cl)cc1	-1	5	0	8	23	51*	23	7
COc1cccc(CNc2cccc(C(F)(F)F)c2)c1O	6	-6	1	-2	11	-0.4	7	-3
Cc1cc(C(=O)N(C)CC(=O)Nc2cccc(F)c2)no1	8	-2	-13	-5	-1	-0.6	5	-1
CN1CCN(Cc2c(O)ccc3occ(C(=O)c4ccccc4)c23)CC1	-10	1	1	-5	9	1.0	-8	3
O=C(CCc1nc(-c2ccccc2)no1)NCCc1ccccc1	-5	-2	2	-8	1	-0.3	8	-3
COc1cnc(-c2ccccn2)nc1Sc1ccc(C)cc1	18	-1	7	-2	17	-1.0	22	2
COc1ccc(CCNS(=O)(=O)c2ccc(C3CNC(=O)C3)cc2)cc1OC (configuration not stated)	-2	0	-14	-1	20	-0.7	-8	-5
O=C(COc1ccccc1)NCC(=O)N/N=C/c1ccc(Br)cc1	-3	10	8	0	2	0.6	1	-8
O=C(Oc1ccccc1C(=S)N1CCOCC1)c1ccccc1	23	-2	-4	31	16	-1.6	3	-11
Cc1noc(C)c1C(=O)NCCCc1ccccc1	-16	0	3	-17	35	-0.7	17	-8
Cc1nc2ccccc2n1CC(=O)NN	14	-2	-16	8	-4	1.8	-6	4
Cc1ccc(NC(=O)NC2CCCCCCC2)cc1	9	-7	3	8	0	0.3	12	-5
COc1cccc(C(=O)NC(=S)Nc2ccc(Cl)cc2C(=O)O)c1	6	-1	2	14	-308	0.5	2	7
COc1cccc(N/C(N)=N/c2nc(C(F)(F)F)cc(=O)[nH]2)c1	3	1	-10	13	-1	0.7	-10	-3
COc1ccc(NCc2nnc(SCC(=O)Nc3ccccc3OC)o2)cc1	-8	0	-2	-4	46*	0.2	4	-7

Compound profiles, as listed above. Order of values: PfG6PD inh, NR3A LBD binder, HKDC1 inhibitor, SENP6 inh, SENP8 block, MPTP inh, ATG4B inh, SENP7 inh
`COc1cnc(-c2ccccn2)nc1Sc1ccc(C)cc1` reads 18, -1, 7, -2, 17, -1.0, 22, 2
`Cc1ccc(NC(=O)NC2CCCCCCC2)cc1` reads 9, -7, 3, 8, 0, 0.3, 12, -5

New compounds follow:
SMILES	PfG6PD inh	NR3A LBD binder	HKDC1 inhibitor	SENP6 inh	SENP8 block	MPTP inh	ATG4B inh	SENP7 inh
CCN(CC)C(=O)c1c(C)[nH]c(=S)c(C#N)c1-c1ccco1	61*	2	-2	-14	6	-4.0	-9	5
CC(=O)NC(C)c1cc(Cl)c2cccnc2c1O (configuration not stated)	-9	-3	10	-2	8	-0.9	-3	-2
CC(C)C(NC(=O)c1ccc(Cl)cc1Cl)C(=O)N1CCN(S(=O)(=O)c2ccccc2)CC1 (configuration not stated)	0	-1	-4	2	2	-1.1	-3	8
Cn1c(=O)c2c(nc(N/N=C/c3cccnc3)n2Cc2ccc(F)cc2)n(C)c1=O	28	1	4	-29	-42	1.8	-6	23
N#C/C(=C\c1ccc2c(c1)OCCO2)C(=O)NC1CCCCC1	-15	0	-9	2	-23	-3.8	0	7
COc1ccc(/C=C2\SC(=S)N(CCC(=O)Nc3ccccc3C(=O)O)C2=O)cc1	-2	-16	15	12	25	1.8	9	-3
CC(=O)c1ccc(OCC(C)C)c(Cc2c(O)nc(N)[nH]c2=O)c1	-6	-3	-2	-6	1	0.3	2	-2
Cc1ccccc1OCc1nnc(SCc2cc(=O)[nH]c3ccccc23)n1-c1ccccc1	-6	7	0	1	7	0.1	-10	-4
COC(=O)c1ccc(C(=O)OC)c(NC(=O)CCS(=O)(=O)Cc2ccccc2)c1	8	0	-4	-13	-150	-1.3	-5	10
COc1ccc(OC)c2[nH]c(=O)c(CCNC(=O)c3ccc(Br)o3)cc12	54	-3	19	-13	-283	0.1	-4	-8
O=C(c1ccc(F)cc1)c1ccc(N2CCCCC2)cc1	4	0	2	18	-64	1.3	7	-7
CN(C(=O)COC(=O)CNC(=O)c1cccs1)c1c(N)n(Cc2ccccc2)c(=O)[nH]c1=O	-2	1	1	-5	-1	-2.6	-3	10
COc1ccc(N=Cc2c[nH][nH]c2=O)cc1	-12	0	-1	2	31	-0.9	7	0
O=C(NC1CCCCC1)C(c1ccccn1)N(C(=O)Cc1cccs1)c1ccc(Cl)cc1 (configuration not stated)	-7	-1	-10	-1	-4	1.7	-11	-3

Screening data (PubChem BioAssay)
